MPTP block – blocks calcium-induced mitochondrial swelling; isolated mouse mitochondria, Ca2+ swelling absorbance, 30 min; inhibition, % at 10 µM; 360,000 tested, 1.4% active; AID 602449;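 active means inhibition of 50% or more, scaled per plate between neutral and stimulator controls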;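 further: 0% = DMSO wells given calcium and 100% = 1 mM EGTA wells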
SENP1 inh – inhibitors of human SENP1 SUMO protease catalytic domain; inhibition, % at 10 µM; recombinant SENP1 catalytic domain, CyPet-SUMO1-YPet FRET cleavage; 360,000 tested, 0.21% active; Q9P0U3; AID 624204;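 active means inhibition at least 30% at 10 µM, raw YFP signal under a set limit, fluorescence ratio 0.5 to 1.5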;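 further: 0% = enzyme with DMSO and 100% = no enzyme wells; some results filed as inactive read as strong as hits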
Target sequence (Q9P0U3 419-644 limits assumed): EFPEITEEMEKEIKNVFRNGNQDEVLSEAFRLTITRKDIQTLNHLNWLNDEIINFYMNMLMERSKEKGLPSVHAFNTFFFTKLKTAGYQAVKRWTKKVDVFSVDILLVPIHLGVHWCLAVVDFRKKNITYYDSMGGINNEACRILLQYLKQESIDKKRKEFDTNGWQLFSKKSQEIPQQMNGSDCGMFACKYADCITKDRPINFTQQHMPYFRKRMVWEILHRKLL
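Material: hSENP1 catalytic domain, recombinant; medium: Tris pH 8 with BME, BSA, NP40 and catalase; compound: single concentration of 10 µM compound, 0.5% DMSO final; technique: FRET read of cyan and yellow fluorescence; timing: 50 min enzyme reaction, room temperature, light-protected; reagent: SFCypet-SUMO1-SFYpet substrate at 25 nM; control set: no-enzyme low, enzyme-DMSO high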
PfG6PD inh – PfG6PD (Plasmodium falciparum) enzyme inhibition; PfGluPho enzyme, NADPH resazurin-diaphorase fluorescence; inhibition, % at 20 µM; 350,000 tested, 0.78% active;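 active means inhibition reaching at least a set limit at 20 µM in the primary screen, cut at about 59% in these data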;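 further: 0% = DMSO wells with substrate and 100% = DMSO wells lacking glucose-6-phosphate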
NR3A LBD binder – modulates the human NR3A ligand-binding domain; NR3A LBD differential scanning fluorimetry, Tm shift; 0% = protein alone, 100% = glycine-bound protein; Tm shift relative to glycine control, % at 25 µM; 340,000 tested, 2.5% active; AID 1259313;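 active means melting temperature shift of at least 10% of the positive control shift, at one fixed dose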
SENP6 inh – blocks the human protease SENP6 | Recombinant SENP6 catalytic domain, aminoluciferin luminescence | inhibition, % at 10 µM | 330,000 tested, 1.8% active;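 active means inhibition above about 50% at the single tested dose, limit read from the data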;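 further: plate controls were DMSO wells with enzyme for no effect and DMSO wells lacking enzyme for full effect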
Target sequence (Q9GZR1 628-1112 limits assumed): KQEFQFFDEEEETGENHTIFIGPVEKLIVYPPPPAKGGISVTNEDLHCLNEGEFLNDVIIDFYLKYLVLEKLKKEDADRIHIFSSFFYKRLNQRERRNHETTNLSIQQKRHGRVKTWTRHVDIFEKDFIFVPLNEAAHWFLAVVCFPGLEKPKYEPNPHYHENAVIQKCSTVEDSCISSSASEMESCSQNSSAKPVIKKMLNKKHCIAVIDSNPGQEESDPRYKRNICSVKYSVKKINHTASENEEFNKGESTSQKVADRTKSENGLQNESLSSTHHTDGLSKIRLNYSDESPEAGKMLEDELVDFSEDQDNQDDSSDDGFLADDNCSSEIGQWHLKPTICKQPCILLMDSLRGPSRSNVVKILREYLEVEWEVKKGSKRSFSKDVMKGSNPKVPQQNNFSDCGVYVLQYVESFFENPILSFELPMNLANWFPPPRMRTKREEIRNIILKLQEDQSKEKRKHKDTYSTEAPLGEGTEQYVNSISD
SENP8 inh – inhibitors of human SENP8 protease; inhibition, % at 20 µM; recombinant SENP8, Nedd8 substrate fluorescence; Q96LD8; 360,000 tested, 0.64% active; in the data active means inhibition mostly above about 40%, no sharp cut-off; inactive means mostly below about 27%
Target sequence (Q96LD8 whole entry, looked up): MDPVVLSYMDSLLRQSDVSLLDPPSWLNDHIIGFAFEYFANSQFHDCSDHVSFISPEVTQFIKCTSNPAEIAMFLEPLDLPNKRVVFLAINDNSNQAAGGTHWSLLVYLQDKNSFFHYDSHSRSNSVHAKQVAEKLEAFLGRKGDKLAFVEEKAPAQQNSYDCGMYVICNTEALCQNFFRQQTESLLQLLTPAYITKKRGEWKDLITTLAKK
ATG4B inh – inhibitors of human ATG4B cysteine protease; inhibition, % at 8.33 µM; 340,000 tested, 0.51% active; ATG4B cleavage of LC3-PLA2, NBD-HPC fluorescence, 1 h; Q9Y4P1; AID 504462; in the data active means inhibition above about 40%
hIAP act – human IAP activation | AID 2524 | 330,000 tested, 0.16% active | purified human IAP, CDP-Star luminescence, 30 min; stronger effect = higher value; 1 = vehicle-only enzyme, 0 = enzyme-free background | activation factor at 10 µM | P09923;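 active means activation factor of the enzyme at least 2-fold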; further: the source names both 10 and 20 µM as test concentration; values of inactives mirror those of a sister screen read the other way
Starred values were filed as active, the others as inactive; · = not tested or not shown. The order is random. About 6.7% of those tested had a hit in this group.

compound,SENP6 inh,PfG6PD inh,SENP8 inh,hIAP act,NR3A LBD binder,ATG4B inh,SENP1 inh,MPTP block
CC(=O)C(Sc1ccc2nnc(-c3ccncc3)n2n1)C(C)=O,15,6,-4,0.78,1,-6,3,-2.4
CC(C)CC(=NNC(=O)c1ccncc1)c1cc(Cl)ccc1O,·,-47,-56,·,-6,4,-32,8.0
COc1ccc2oc(C(=O)OC(C)C(=O)Nc3ccc(N4CCOCC4)cc3)c(C)c2c1 (configuration not stated),-3,3,-61,0.93,0,-4,-6,-0.4
Cc1ccc(-c2cc(C(F)(F)F)n3ncc(C(=O)N4CCCc5ccccc54)c3n2)cc1,-12,3,0,1,-4,-10,2,7.2
O=C(NC(NC(=S)Nc1c(Cl)cc(Cl)cc1Cl)C(Cl)(Cl)Cl)OCc1ccccc1 (configuration not stated),-7,-1,7,0.99,21*,-4,-1,78*
CCn1cnc2c1c(=O)n(Cc1ccc(C(=O)OC)cc1)c(=O)n2Cc1ccccc1,-13,0,-2,0.84,-1,-12,1,0.2
O=C(COC(=O)/C=C/c1ccc2ccccc2n1)NNC(=O)c1ccccc1,·,1,-16,·,·,·,-13,0.8
COc1cccc(CNC(=O)CN2C(=O)CSc3ccc(S(=O)(=O)N4CCOCC4)cc32)c1,-26,-18,3,1.1,2,-3,2,-0.7
CSc1ncnc2c1ncn2CCCN1CCN(Cc2cccc3ccccc23)CC1,·,23,10,·,·,·,0,1.3
CN1CCN(c2ccc(NC(=O)c3ccc(C(F)(F)F)cc3)cn2)CC1,-17,7,11,0.91,-2,-8,0,2.7
COc1ccccc1CN1CCC(n2nccc2NC(=O)c2ccccc2Cl)CC1,5,12,14,1.1,1,-12,0,-1.9
Cc1[nH][nH]c(=O)c1C(c1c(C)[nH][nH]c1=O)c1cn(C)c2ccccc12,·,15,77*,·,-1,-8,0,0.5
Cc1[nH]c2ccccc2c1C(=O)C(=O)N1CCOCC1,6,-3,-2,0.95,-1,-1,0,-2.0
O=C(CN(CC1CCCO1)C(=O)CCC(=O)Nc1ccccn1)NCc1ccccc1 (configuration not stated),-7,-12,23,1.1,-3,5,3,-2.5
CN1CCN(C(c2ccc(Cl)cc2)c2cc(Cl)c3cccnc3c2O)CC1 (configuration not stated),-19,0,-1,1.2,34*,1,3,75*
O=Cc1cn(CCOc2ccccc2)c2ccccc12,5,4,10,0.9,0,-6,1,0.7
CCOC(=O)N1CCN(C(=O)CC(C(=O)N2CCc3ccccc32)n2ccnc2)CC1 (configuration not stated),4,-12,6,0.95,0,1,3,-2.3
CN(C(=O)c1cc(S(=O)(=O)N2CCOCC2)cs1)c1ccccc1,1,-14,-5,0.93,0,6,3,-0.3
COc1ccc(N(C(=O)c2cnsn2)C(C(=O)NC2CCCCC2)c2ccncc2)cc1 (configuration not stated),-11,-5,13,1.1,-1,9,0,1.3
COCC1CCN(Cc2c(C(=O)N3CCN(C4CCCCC4)CC3)nc3ccccn23)C1 (configuration not stated),-11,-8,-203,0.8,1,27,-31,0.2
COc1ccc(C2CC(c3ccc4ccccc4c3)=NN2C(=O)COC(=O)C2CCC(=O)N2)cc1 (configuration not stated),-2,5,-405,0.97,-2,-15,-1,-3.9
C=CCNc1cnn(-c2ccccc2)c(=O)c1Cl,-5,0,11,0.92,-1,4,-1,-0.4
CC(C(=O)OCC(=O)Nc1cccc(S(=O)(=O)N2CCOCC2)c1)N1C(=O)c2ccccc2C1=O (configuration not stated),4,4,3,1,-1,-11,5,-2.0
CCCCNC(=S)N=Nc1c(O)n(Cc2ccccc2)c2ccccc12,3,6,30,0.9,-4,4,6,3.6
COC(=O)c1cccc(NC(=S)Nc2cccc(Cl)c2C)c1,-16,-6,-90,0.99,-5,58*,-1,28
O=S1(=O)CC/C(=N\Nc2ccccc2)c2ccsc21,10,3,2,0.98,1,-4,1,-0.6
CC(C)(C)c1ccc(-c2n[nH]c(=S)n2Cc2ccccc2)cc1,-4,3,-41,0.9,-36,5,2,3.1
C=CCCCCCCCCC(=O)Nc1c[nH]c(=O)[nH]c1=O,-27,-4,10,1.1,3,16,0,-0.8
Cc1cc(NC(=O)CCC(=O)N(c2ccccc2C)C(C(=O)NC2CCCC2)c2ccccc2)no1 (configuration not stated),-9,1,14,0.99,0,4,2,-0.6
Cc1onc(-c2ccccc2Cl)c1C(=O)Nc1nc2ccc(S(C)(=O)=O)cc2s1,-8,-15,-339,1.1,-2,0,-4,2.2

Gathered by group: the entries above with two or more sulfur atoms (4)
compound,SENP6 inh,PfG6PD inh,SENP8 inh,hIAP act,NR3A LBD binder,ATG4B inh,SENP1 inh,MPTP block
COc1cccc(CNC(=O)CN2C(=O)CSc3ccc(S(=O)(=O)N4CCOCC4)cc32)c1,-26,-18,3,1.1,2,-3,2,-0.7
CN(C(=O)c1cc(S(=O)(=O)N2CCOCC2)cs1)c1ccccc1,1,-14,-5,0.93,0,6,3,-0.3
O=S1(=O)CC/C(=N\Nc2ccccc2)c2ccsc21,10,3,2,0.98,1,-4,1,-0.6
Cc1onc(-c2ccccc2Cl)c1C(=O)Nc1nc2ccc(S(C)(=O)=O)cc2s1,-8,-15,-339,1.1,-2,0,-4,2.2

Following part:
compound,SENP6 inh,PfG6PD inh,SENP8 inh,hIAP act,NR3A LBD binder,ATG4B inh,SENP1 inh,MPTP block
CCc1ccc(CN(C(=O)c2cccs2)C2CCS(=O)(=O)C2)cc1 (configuration not stated),-22,2,14,0.99,-2,2,2,-0.8
CCCC1(c2ccccc2)NC(=O)N(CC(=O)NCC2COc3ccccc3O2)C1=O (configuration not stated),-8,0,7,1.1,2,-11,0,0.2
C[C@H]1CN([C@@H](C)CO)C(=O)c2cc(NC(=O)Nc3cccc4ccccc34)ccc2O[C@@H]1CN(C)Cc1ccc(-c2ccccc2)cc1,0,8,-54,1,11*,1,-3,1.6
Cc1c(C(N)=O)sc2ncn(CC(=O)NCCc3ccccc3)c(=O)c12,6,5,-36,0.99,1,-3,-9,-0.9
CCOC(=O)c1ccc(-n2ncc(C(=O)OCC)c2N)cc1,-1,-9,17,0.99,0,1,3,-0.5
Cc1cc(-c2ccccc2)nc2cc(C(=O)NCc3ccco3)nn12,-10,13,-445,0.9,-3,-7,-8,-2.3
Cc1nnc(SCC(=O)Nc2cccc([N+](=O)[O-])c2)n1CC1CCCO1 (configuration not stated),0,5,11,0.96,1,3,-2,2.8
CSC1=NCCN1C(=O)c1ccc(S(=O)(=O)N2CCCCC2)cc1,-2,-21,9,1.1,1,7,1,-1.4
Cc1ccc(C(=O)N(CCCN(C)C)c2nc3ccc(Cl)cc3s2)cc1C,3,19,19,0.9,1,3,1,-1.1
COc1ccc(F)cc1Cn1nc(C(=O)O)c2ccccc2c1=O,-15,-3,13,0.94,1,2,2,-0.5
Cc1ccc(SCCC(=O)OCC(=O)Nc2ncc(Cl)cc2Cl)cc1,-2,1,-30,1.5,-1,-5,-4,-1.5
CC(C)C(=O)N(Nc1nc2ccccc2s1)C(=O)C(C)C,10,6,-9,1.1,-7,0,2,0.3
CCOc1cc(/C=N/NC(=O)C2CC2)ccc1OC(C)C,3,15,5,1.1,-2,-13,2,0.0
O=C(CCCNC(=O)c1ccc(Cl)cc1)Nc1ccccc1C(F)(F)F,-12,-7,16,1,5,1,-1,-0.5
Cc1sc2nc(CSc3cccc(C(F)(F)F)c3)[nH]c(=O)c2c1C,5,-2,18,0.96,-1,8,1,-1.3
CCCCc1ccc(N2C(=O)[C@@H]3C(CC(N)=O)NC4(C(=O)Nc5ccc(F)cc54)[C@@H]3C2=O)cc1 (some centres not stated),-4,10,8,0.99,-1,-6,0,-1.5
O=C(Nc1ccccc1N1CCOCC1)c1cc(F)cc(F)c1,-1,5,22,0.89,0,0,2,-0.4
Cn1ncc2c(Nc3cccc(C(=O)O)c3)ncnc21,0,-11,5,0.97,-6,-5,1,-0.6
CCOC(=O)C1(C(=O)OCC)C(C)CC(=O)N1c1ccccc1OC (configuration not stated),·,13,17,·,·,·,2,-0.8
O=C(c1cccc(Br)c1)N1CCN(S(=O)(=O)N2CCCCC2)CC1,-11,-5,11,0.88,0,-3,1,0.1
COCc1ccc(C(=O)N(C)C2CCCN(Cc3ccccc3F)C2)o1 (configuration not stated),0,-2,1,0.96,0,6,-1,0.7
Cn1c(=O)c(C(=O)NCc2ccccc2Cl)c(O)c2ccccc21,5,-14,-9,1.2,2,5,-1,3.3
CCOc1ccc(OCCC(=O)OCC(=O)Nc2cc(S(=O)(=O)N3CCOCC3)ccc2C)cc1,-11,0,-2,1,-1,8,-1,1.3
CCOC(=O)N1CCC(NC(=O)CCc2c(C)nc3c(c(C)nn3-c3ccccc3)c2C)CC1,·,-23,-148,·,1,1,1,-0.4
C[C@H](O)[C@@H]1CN2CCc3c([nH]c4ccccc34)[C@@H]2C[C@@H]1N(C)Cc1cc(Cl)cc(Cl)c1,·,11,-95,·,·,·,-23,3.4
Cc1ccc(S(=O)(=O)N/N=C/c2ccc(O)cc2O)cc1[N+](=O)[O-],6,12,16,0.99,0,-6,-3,-1.1
CCOC(=O)c1c(C)n(C)c2ccc(OC)c(NC(=O)CN3CCCCC3)c12,2,10,-1,1.1,-1,-2,1,1.0
CCCCC(=O)Nc1ccc(NC(=O)c2ccc(C)c([N+](=O)[O-])c2)cc1OC,-10,12,20,0.95,-11,-3,1,0.4
Cc1ccc(N=C(N)N=C(N)N)cc1,-12,4,35,0.95,-1,2,0,3.0
O=S(=O)(c1cccc(C(F)(F)F)c1)N1CCC(CO)(CCCc2ccccc2)CC1,-3,24,7,0.96,-1,-6,-1,1.6
CCc1ccc(-c2nc(SCC(=O)N3CCOCC3)n[nH]2)cc1,-11,3,8,1.1,0,4,1,0.5
CC(C)C(C(=O)Nc1ccc2c(c1)OCCO2)N1C(=O)c2ccccc2C1=O (configuration not stated),-19,-4,9,0.94,-2,-13,0,1.8
COc1cccc(C=NNc2ccc([N+](=O)[O-])cn2)c1OC,·,9,-186,·,-1,4,-30,-0.6

Assay outcomes: PubChem, Sanford-Burnham Center for Chemical Genomics
